MITF primary: inhibitors of human MITF; O75030; AlphaScreen MITF homodimerization, bead proximity signal; inhibition, % at 2.6 µM; 650,000 compounds, 0.91% hits; AID 1259374; in the data active = inhibition above about 50%;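 note: 0% = vehicle wells with protein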
GPR151 ag: human GPR151 activation | PathHunter beta-arrestin GPR151 cells, luminescence | activation, % at 11.2 µM | 650,000 compounds, 1% hits; in the data active = activation above about 4.9%;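 note: 0% = median of compound wells and 100% = cells with positive control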
Target sequence (Q8TDV0 whole entry, looked up): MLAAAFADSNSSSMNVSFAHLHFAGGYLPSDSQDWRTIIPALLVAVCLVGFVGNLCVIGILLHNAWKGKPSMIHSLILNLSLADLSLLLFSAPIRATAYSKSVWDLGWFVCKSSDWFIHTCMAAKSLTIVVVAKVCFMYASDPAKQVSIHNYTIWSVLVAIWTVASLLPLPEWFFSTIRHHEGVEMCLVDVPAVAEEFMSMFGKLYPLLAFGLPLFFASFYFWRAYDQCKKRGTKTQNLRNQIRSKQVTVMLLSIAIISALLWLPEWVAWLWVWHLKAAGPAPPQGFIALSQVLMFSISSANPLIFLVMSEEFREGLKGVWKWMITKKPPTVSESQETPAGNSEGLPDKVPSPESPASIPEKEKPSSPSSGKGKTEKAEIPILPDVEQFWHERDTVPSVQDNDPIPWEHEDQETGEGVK
FBW7 act: human FBW7 E3 ligase activation, primary screen | AlphaScreen FBW7–phospho-cyclin E peptide binding, activator screen | AID 1259310 | normalized activity (activation), % at 26.1 µM | 650,000 compounds, 0.13% hits | Q969H0; in the data active = normalized activity above about 1.9%;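 note: purified mutant Fbw7 with reduced substrate affinity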
Target sequence (Q969H0 whole entry, looked up): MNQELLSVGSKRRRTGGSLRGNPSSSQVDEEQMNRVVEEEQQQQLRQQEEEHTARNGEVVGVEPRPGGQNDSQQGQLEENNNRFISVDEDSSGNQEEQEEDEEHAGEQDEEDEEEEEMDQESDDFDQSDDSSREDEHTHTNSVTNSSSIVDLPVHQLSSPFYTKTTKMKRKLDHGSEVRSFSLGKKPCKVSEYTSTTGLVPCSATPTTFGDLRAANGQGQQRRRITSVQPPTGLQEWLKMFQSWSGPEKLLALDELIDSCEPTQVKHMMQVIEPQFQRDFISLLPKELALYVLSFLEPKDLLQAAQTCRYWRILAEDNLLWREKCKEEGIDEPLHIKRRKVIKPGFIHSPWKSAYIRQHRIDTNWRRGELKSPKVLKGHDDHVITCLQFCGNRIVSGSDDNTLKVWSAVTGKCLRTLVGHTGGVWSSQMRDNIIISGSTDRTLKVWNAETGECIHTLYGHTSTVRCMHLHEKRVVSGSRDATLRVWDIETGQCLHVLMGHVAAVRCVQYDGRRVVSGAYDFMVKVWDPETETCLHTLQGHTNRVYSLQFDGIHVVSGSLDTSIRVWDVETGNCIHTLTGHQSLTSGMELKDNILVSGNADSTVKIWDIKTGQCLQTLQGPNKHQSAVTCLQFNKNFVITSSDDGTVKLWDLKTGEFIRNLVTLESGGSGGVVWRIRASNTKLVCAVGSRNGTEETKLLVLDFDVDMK
TEAD-YAP inh: TEAD-YAP interaction inhibition; AID 1259422; HEK-TIYL cells, TEAD-Gal4/YAP UAS-luciferase luminescence; 640,000 compounds, 1.4% hits; inhibition, % at 9.12 µM; in the data active = inhibition above about 32%;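 note: 0% = median of test compound wells and 100% = reference inhibitor wells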
An asterisk follows results filed as active.

mol	MITF primary	GPR151 ag	FBW7 act	TEAD-YAP inh
CC(=O)Nc1nc(-c2ccc3c(c2)CCN3C(C)=O)c(C)s1	-12	-0.7	0.9	53*
CCOCCC(=O)Nc1ccc2c(c1)OCO2	-2	0.9	-0.1	-12
O=C(CSc1ncccn1)N1CCN(C(c2ccccc2)c2ccccc2)CC1	12	-0.7	0.9	5
Cc1ccc(S(=O)(=O)Nc2ccc(C(F)(F)F)cc2)cc1[N+](=O)[O-]	5	-0.8	0.1	4
CCOc1ccc(OCC(=O)Nc2cc([N+](=O)[O-])ccc2OC)cc1	10	-1.8	0.1	-4
CCS(=O)(=O)NCC(c1ccco1)N1CCN(c2ccc(F)cc2)CC1 (stereo not drawn)	-6	1.3	-0.1	-4
COC(=O)c1c(NC(=O)c2ccncc2)sc2c1CCC(C)C2 (stereo not drawn)	3	0.1	-0.4	4
CC(=O)Nc1ccc(CN2C(=O)C(C)Sc3ccc(C)cc32)cc1 (stereo not drawn)	-10	0.2	0.3	-11
COc1ccccc1Cn1c(CO)nc2ccccc21	8	-0.5	1.7	-2
Cc1ccc(C)c(OCC(O)CN2CCN(C)CC2)c1 (stereo not drawn)	4	-1.4	0.4	8
Cc1cc(C2C(C#N)=C(N)N(N(C)C)C3=C2C(=O)CC(c2ccccc2)C3)c(C)s1 (stereo not drawn)	-7	-0.3	0.1	55*
COc1ccc(CCn2c(C)cc(C(=O)CCl)c2C)cc1	16	0.8	0.3	40*
O=C(Cc1ccccc1)n1nc(-c2ccccc2)nc1NCc1ccco1	-2	0.1	-0.1	-27
O=C(c1cccc(F)c1)N1CCN(C(=O)c2nn3cccnc3c2Cl)CC1	37	2.4	-0.1	-6
O=C(c1ccc(Sc2ccccc2Cl)c([N+](=O)[O-])c1)N1CCN(c2ccccn2)CC1	4	-1.2	-0.3	3

Remaining list, next part:
mol	MITF primary	GPR151 ag	FBW7 act	TEAD-YAP inh
CC1=C(C(=O)Nc2cccnc2)C(c2ccccn2)C2=C(CC(c3ccccc3)CC2=O)N1 (stereo not drawn)	8	-1.0	0.0	2
O=C(Nc1ccc(-c2ccco2)cc1)C1CCCN(Cc2ccc3nonc3c2)C1 (stereo not drawn)	11	0.8	0.1	-1
CCC(C)=Nc1ccccc1C(=O)N/N=C(/C)CC	5	1.2	0.2	-39
O=C(Nc1nccs1)c1cc(Cl)sc1Cl	7	-0.4	-0.1	-22
O=C(c1ccc(F)cc1)n1cnc2ccccc21	22	0.6	1.1	-7
O=C(N[C@H]1C[C@H]2C(=O)N[C@@H](CO)C(=O)N2C1)Oc1ccccc1	9	-0.1	0.7	-1
CCOc1ccc(NC(=O)/C(C)=C/c2ccccc2)cc1	10	-3.9	0.1	-29
CCOc1cc(C)c(C)cc1S(=O)(=O)N1CCN(c2ccccc2)CC1	2	-0.4	-0.1	-8
COc1ccc(NC(=O)c2snc3c(=O)[nH]cnc23)c(OC)c1	3	1.1	-0.1	0
CC1CCN(S(=O)(=O)c2ccc(F)c(C(=O)Nc3ccc(Cl)c(Cl)c3)c2)CC1	22	-0.8	0.0	2
N#CC1=C(N)Oc2c(ccc3cccnc23)C1c1ccccc1Cl (stereo not drawn)	3	-2.1	-1.0	17
Cc1ccc(S(=O)(=O)Cn2nnnc2C(CC(C)C)N2CCC(C(N)=O)CC2)cc1 (stereo not drawn)	0	1.3	0.1	-1
CCN1c2ncccc2C(=O)NC12CCN(C(=O)Cn1ncc3ccccc3c1=O)CC2	6	0.2	0.0	-1
COc1ccc(NC(=O)c2cnn3c(C(F)(F)F)cc(-c4ccc(OC)c(OC)c4)nc23)c(OC)c1	7	-1.5	0.0	18
O=C(NCCCn1ccnc1)c1cnn2c(C(F)(F)F)cc(-c3cccs3)nc12	9	2.2	0.2	0

Other structures.
mol	MITF primary	GPR151 ag	FBW7 act	TEAD-YAP inh
CN(CCOC(=O)COc1ccc(Cl)cc1)Cc1ccccc1	-8	0.5	0.1	-3
O=C(Nc1ccncc1)c1cc(C(=O)Nc2ccncc2)cc([N+](=O)[O-])c1	16	-0.8	0.9	2
CC(=O)N1CCc2c(sc(NC(=O)/C=C/c3ccc([N+](=O)[O-])cc3)c2C(N)=O)C1	7	-0.2	0.1	3
CC(C)n1c(-c2ccc(N3CCOCC3)nc2)nc2c(NCc3nc4ccccc4[nH]3)ncnc21	4	-1.7	0.1	-13
COc1ccc(-c2nnc(NC(=O)COc3ccc(Cl)cc3)o2)cc1	-4	-0.4	0.7	-1
Cc1ccc(NC(=O)C(Cc2ccccc2)N2C(=O)c3ccccc3C2=O)c(Br)c1 (stereo not drawn)	5	-0.1	0.5	4
CCN1CCN(CCC(=O)Nc2ccccc2F)CC1	12	-4.3	0.1	-19
CCCCC(C(=O)N1CCN(C(=O)C(CCCC)N2C(=O)C3C4C=CC(C4)C3C2=O)CC1)N1C(=O)C2C3C=CC(C3)C2C1=O (stereo not drawn)	-1	0.6	0.0	-4
NC1=NN(c2ccccc2)C(=O)C1	0	0.5	0.1	6
Cc1ccc2cc(CN(Cc3ccco3)C(=O)C3CCCO3)c(=O)[nH]c2c1 (stereo not drawn)	3	2.2	0.0	6
Brc1ccc(Nc2nc(-c3ccc(I)cc3)cs2)cc1	-2	1.7	-0.2	-1
Cc1cccc(NC(=O)CCC(=O)OC2CCCC(C)C2)c1 (stereo not drawn)	30	-1.7	0.6	-2
CCn1c(CC(=O)Nc2ccc(F)cc2)nnc1SCC(=O)c1cccc([N+](=O)[O-])c1	9	-0.2	0.0	6
COc1ccc(C2CC(=O)C3=C(C2)NC(C)=C(C(=O)OCCOc2ccccc2)C3c2cc3c(cc2Cl)OCO3)cc1 (stereo not drawn)	22	-0.1	0.1	-12
Fc1ccc(-n2ncc3c(NCc4ccc5c(c4)OCO5)ncnc32)cc1	-5	-0.1	-0.2	-10

Later entries.
mol	MITF primary	GPR151 ag	FBW7 act	TEAD-YAP inh
CC1CCN(c2nc3c(c(=O)[nH]2)CN(Cc2c[nH]c4ccccc24)CC3)CC1	6	-0.3	-0.1	4
CCOc1ccc(NC(=O)CC(Cc2ccc(Cl)cc2)C(=O)O)cc1 (stereo not drawn)	1	0.0	0.1	-8
O=C(Nc1nccs1)c1cccc(N2C(=O)c3ccc([N+](=O)[O-])cc3C2=O)c1	-7	0.6	0.1	-4
Cc1cc(C(=O)NCc2cccs2)c2ccccc2n1	6	-0.1	0.1	11
CCCC(=O)Nc1ccc(I)cn1	8	-0.6	0.1	-8
COc1ccc(OC)c(NC(=O)COc2ccc(Cl)cc2Br)c1	8	0.3	-0.1	-17
O=C(CSc1nc2ccccc2c(=O)n1Cc1ccco1)Nc1ccccc1C(F)(F)F	1	0.1	-0.1	-5
Cc1ccccc1COc1ccccc1-c1cc(-c2ccc(Br)cc2)[nH]c(=S)c1C#N	-8	-0.3	-0.2	13
Cc1cc(C)cc(NC(=O)CCN2C(=O)c3ccccc3S2(=O)=O)c1	13	-0.2	0.2	1
CCOC(=O)c1sc(NC(=O)CSc2nnc(CNC(=O)c3cccc(C)c3)n2CCc2ccccc2)c(C(=O)OCC)c1C	11	-1.0	-0.1	5
COc1ccc(C2NC(=O)NC(C)=C2C(=O)OCc2ccc3c(c2)OCO3)cc1 (stereo not drawn)	-4	0.8	-0.1	67*
COc1ccccc1NC(=O)Cn1cnc2sc(C(=O)Nc3nc4c(C)cccc4s3)c(C)c2c1=O	26	-0.5	0.0	-16
COCCNC(=S)Nc1ccc2nc(N3CCOCC3)cc(C)c2c1	-5	-0.1	0.0	-12
CCC(CO)NCC(O)COc1ccccc1C(C)=O (stereo not drawn)	-3	-0.1	-0.1	10
COc1ccc(CC(=O)c2ccc(OC3OC(CO)C(O)C(O)C3O)cc2O)cc1 (stereo not drawn)	9	0.3	0.2	7

An excerpt of these results, field by field:
Cc1cc(C)cc(NC(=O)CCN2C(=O)c3ccccc3S2(=O)=O)c1
  MITF primary: 13
  GPR151 ag: -0.2
  FBW7 act: 0.2
  TEAD-YAP inh: 1

CCOC(=O)c1sc(NC(=O)CSc2nnc(CNC(=O)c3cccc(C)c3)n2CCc2ccccc2)c(C(=O)OCC)c1C
  MITF primary: 11
  GPR151 ag: -1.0
  FBW7 act: -0.1
  TEAD-YAP inh: 5

COc1ccc(C2NC(=O)NC(C)=C2C(=O)OCc2ccc3c(c2)OCO3)cc1 (stereo not drawn)
  MITF primary: -4
  GPR151 ag: 0.8
  FBW7 act: -0.1
  TEAD-YAP inh: 67*

COc1ccccc1NC(=O)Cn1cnc2sc(C(=O)Nc3nc4c(C)cccc4s3)c(C)c2c1=O
  MITF primary: 26
  GPR151 ag: -0.5
  FBW7 act: 0.0
  TEAD-YAP inh: -16

New compounds follow
Values run as follows: MITF primary, GPR151 ag, FBW7 act, TEAD-YAP inh
- COc1cc(C(=O)Nc2ccc(S(=O)(=O)Nc3ncccn3)cc2)c(Br)c(OC)c1OC
  18, 1.6, 1.3, -20
- CN(C)S(=O)(=O)c1ccc(C(=O)OC2CCCC2)cc1
  -12, -0.9, 0.1, -21
- COc1cccc(C2=NN3C(C2)c2cccc(OC)c2OC3c2cc(OC)c(OC)c(OC)c2)c1 (stereo not drawn)
  3, -1.1, 0.0, 32*
- Fc1ccc(/C=N/n2c(-c3ccncc3)n[nH]c2=S)cc1
  -3, 4.3, -0.2, 12
- CCOC(=O)CSc1nc(-c2ccc(C)cc2)ns1
  -4, -0.5, 0.0, 0
- COc1ccc(-c2nnc(SCC(=O)Nc3cccc(C(F)(F)F)c3)nc2-c2ccc(OC)cc2)cc1
  15, 0.7, 0.0, 0
- Cc1ccc(-c2nc(NC(=O)C(C)C)sc2C)cc1
  -4, -0.8, -0.1, -38
- COc1ccc(NC(=O)c2ccccc2NC(=O)c2ccc(OC(C)=O)cc2)cc1
  -15, 1.3, 0.1, -30
- CC1C=C2C(C#N)=C(N)C(C#N)(C#N)C(c3ccccc3)C2(C)CN1C (stereo not drawn)
  15, -1.8, 0.1, 15
- COCC1CCCN(c2nc(CN3CCC(c4ccncc4)CC3)nc3ccccc23)C1 (stereo not drawn)
  -7, 1.0, 0.3, -9
- COc1ccccc1N1CCN(c2nc(-c3ccc(C)cc3)nc3ccccc23)CC1
  19, -2.7, 0.1, 15
- CCCCN(CC)C(=O)c1c[nH]c2ccc(S(=O)(=O)N(C)c3ccc(C(C)C)cc3)cc2c1=O
  11, 0.6, 0.5, 7
- Cc1ccccc1N=C1C(=O)Nc2ccccc21
  0, 0.6, 0.1, 6
- CN(C)CCNCCOCCOc1ccccc1
  46, 0.9, -0.2, 11
- COc1ccc(/C=c2\sc3nc(-c4cccs4)nn3c2=O)cc1OC
  -10, 0.6, 0.1, -11

More compounds.
Values run as follows: MITF primary, GPR151 ag, FBW7 act, TEAD-YAP inh
- COc1cccc(CN(CCCO)C(=O)Nc2ccc(-c3cn[nH]c3)cc2OCCCO)c1
  -3, 0.5, -0.1, -11
- CCCN1CCC(N(C(=O)Nc2ccccc2C(=O)NCc2cccnc2)C2CC2)CC1
  11, -0.3, 0.0, -11
- C=CCOc1ccc(C2N3CC4(C)CN2CC(C)(C3)C4=O)cc1 (stereo not drawn)
  -3, 0.9, -0.2, 5
- CN(C)S(=O)(=O)c1ccc(C(=O)OCC(N)=O)cc1
  9, -1.0, -0.1, -2
- CCCSc1nc2sc3c(c2c(=O)n1-c1ccccc1)CCCC3
  7, 0.9, 1.1, 10
- COC(=O)c1oc2ccccc2c1-n1cccc1
  0, -1.1, -0.1, 16
- Cc1ccc(/C=N/NC(=O)COc2ccc(C)c(C)c2)c(O)c1
  -7, 0.5, -0.1, 5
- Nc1c(C=C2C=CC(=O)C=C2)c(=O)nc2snc(S(=O)(=O)Cc3ccccc3)n12
  -7, -2.1, -0.1, -20
- COc1cc(C2C(C#N)=C(N)N(c3ccc(Cl)c(Cl)c3)C3=C2C(=O)CC(C)(C)C3)cc(OC)c1OC (stereo not drawn)
  -6, 0.1, -0.1, -1
- CCOC(=O)c1c(C)[nH]c(C)c1C(=O)COC(=O)c1ccc(Cl)c(N)c1
  1, -0.1, 0.0, 3
- O=C(NCc1ccccc1)C(=O)NCC1OCCN1S(=O)(=O)c1ccc([N+](=O)[O-])cc1 (stereo not drawn)
  12, -0.6, 0.3, 12
- COc1cc(S(=O)(=O)Nc2ccccc2)ccc1NC(=O)/C=C/c1ccccc1
  9, 1.0, -0.1, 14
- O=C(N1CCC2(CC1)CC(O)(c1ccc(F)cc1)CO2)C1(c2ccccc2)CCCC1 (stereo not drawn)
  -2, 0.9, -0.1, 11
- Cc1cccc(NC(=O)NCC(c2ccco2)N2CCc3ccccc3C2)c1 (stereo not drawn)
  5, 2.1, -0.1, -6
- O=C(NC1CCCC1)C1CCCN1C(=O)OCc1ccccc1 (stereo not drawn)
  -4, -0.7, -0.1, -12

Remaining list, next part
Values run as follows: MITF primary, GPR151 ag, FBW7 act, TEAD-YAP inh
- CCN(CC)CCNC(=O)c1sc2ncn(CC(=O)N3CC(C)CC(C)C3)c(=O)c2c1C (stereo not drawn)
  4, -0.5, -0.3, 2
- Cc1cccc2c(SCC(=O)N3CCOCC3)nc(-c3ccc(F)cc3)nc12
  12, 0.0, 0.0, 0
- COc1ccc(/C=C2\SC(=O)N(CCC(=O)O)C2=O)c(OC)c1
  10, 0.4, -0.2, 64*
- Cc1ccc(N(CCCCN2C(=O)c3ccccc3C2=O)C(=O)c2ccccc2F)cc1
  1, -0.9, 0.3, 10
- CCCC(=O)N(CC)Cc1cc2cc(OC)ccc2[nH]c1=O
  -5, -0.9, -0.3, 0
- COc1ccc(NC(=S)C(=O)Nc2ccccc2)cc1
  23, -2.5, 0.1, -45
- CCC(=O)N1c2ccccc2NC2=C(C(=O)CC(C)(C)C2)C1c1ccc(Br)s1 (stereo not drawn)
  10, 0.0, -0.1, 3

An unsorted share of the library; any-hit rate near 3.4%.
